High-throughput results (PubChem BioAssay)
Cav3 T inh – Cav3.2 calcium influx blockers – cell-based, Fluo-4 calcium fluorescence, FDSS, MLSMR library, primary screen; Voltage-dependent T-type calcium channel subunit alpha-1H (Homo sapiens), O95180; Cav3.2-expressing cells; hits give low values; B-score at 10 µM; hit rate 4% among 100,000; AID 449739, 2010;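 active = single-dose well whose peak fluorescence ratio is a statistical outlier from its plate by either plate-standardised score or position-corrected B-score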
* hit, by the source's call.

Start of the data: the first 7 records (preview)
SMILES | Cav3 T inh
COc1ccccc1NC(=O)N(Cc1ccc2c(c1)OCO2)Cc1nc2ccccc2c(=O)[nH]1 | 0.593
CC(C)c1ccc(N2CC(C(=O)Nc3nccs3)CC2=O)cc1 (stereo unspecified) | -1.6
CCn1c(SCC(=O)Nc2ccc(C(=O)OC)cc2)nnc1-c1cccs1 | 0.0255
CCOc1cc(C)c(C(C)C)cc1S(=O)(=O)NCc1ccccn1 | 1.51
CCOC(=O)Nc1ccc(OC)cc1S(=O)(=O)N1CCCCC1 | -0.0201
O=C(CSc1nc2ccccc2[nH]1)c1cccs1 | 0.615
O=C(CN1CCCCCC1)Nc1ccc(F)c(F)c1F | 0.156

The listing, repeating the preview:
SMILES | Cav3 T inh
COc1ccccc1NC(=O)N(Cc1ccc2c(c1)OCO2)Cc1nc2ccccc2c(=O)[nH]1 | 0.593
CC(C)c1ccc(N2CC(C(=O)Nc3nccs3)CC2=O)cc1 (stereo unspecified) | -1.6
CCn1c(SCC(=O)Nc2ccc(C(=O)OC)cc2)nnc1-c1cccs1 | 0.0255
CCOc1cc(C)c(C(C)C)cc1S(=O)(=O)NCc1ccccn1 | 1.51
CCOC(=O)Nc1ccc(OC)cc1S(=O)(=O)N1CCCCC1 | -0.0201
O=C(CSc1nc2ccccc2[nH]1)c1cccs1 | 0.615
O=C(CN1CCCCCC1)Nc1ccc(F)c(F)c1F | 0.156
CC(=O)CCS(=O)(=O)c1ccc(Oc2ccc(S(=O)(=O)CCC(C)=O)cc2)cc1 | 0.758
CC(C)C(=O)Nc1ccc(C(=O)NNC(=O)NC2CCCCC2)cc1 | 0.545
Cc1ccccc1NC1(C#N)C(=O)Nc2ccccc21 (stereo unspecified) | 0.128
O=C1N(S(=O)(=O)c2ccccc2F)C(=O)C2(CCCC2)N1S(=O)(=O)c1ccccc1F | 0.0189
COC(=O)c1c(C(=O)OC)c2ccncn2c1Cl | -0.537
Cn1c(Cn2nnc3ccccc32)nnc1SCC(=O)N1c2ccccc2CCc2ccccc21 | -0.778
Cc1cccc(NC(=O)C2CCCN2S(=O)(=O)c2cccc3cccnc23)c1 (stereo unspecified) | -0.169
Cn1c(NC(=O)c2ccc(C(C)(C)C)cc2)cc(=O)n(C)c1=O | 0.703
Fc1ccc(-n2nnc(-c3cccnc3Cl)n2)cc1 | -0.212
CN(C[C@H](Cc1ccccc1)N(C[C@H](Cc1ccccc1)N(CCc1cc(C(F)(F)F)cc(C(F)(F)F)c1)N=O)N=O)N=O | -1.63
COc1ccc(C2C=C(c3ccccc3)Nc3nc(NC(C)=O)nn32)cc1 (stereo unspecified) | -0.155
O=S(=O)(/N=C(/Nc1ccccn1)c1ccccc1)c1ccccc1 | -2.01
O=C1C(C=NCCCn2ccnc2)=C(O)c2ccccc21 | 0.27

Structural class, the entries above containing a thiophene ring, fused or not
SMILES | Cav3 T inh
CCn1c(SCC(=O)Nc2ccc(C(=O)OC)cc2)nnc1-c1cccs1 | 0.0255
O=C(CSc1nc2ccccc2[nH]1)c1cccs1 | 0.615

(further entries)
SMILES | Cav3 T inh
CCOC(=O)c1c(NC(=O)OC)sc(C(=O)N(C)C)c1C | 0.408
CCO[C@H]1OC(C(N)=O)=C[C@@H](c2coc3ccccc3c2=O)[C@@H]1CCCO | 0.969
O=C(CCCn1c(=O)c2ccccc2n(CC(=O)NCc2ccco2)c1=O)NCc1ccco1 | 0.0665
Cn1c(N2CCN(C(=O)Nc3ccc(C(F)(F)F)cc3)CC2)nc2ccccc21 | 0.435
CC(=O)N1CCN(S(=O)(=O)c2ccc(C)cc2)C1c1ccc(N(C)C)cc1 (stereo unspecified) | -0.329
Cc1ccccc1CS(=O)(=O)CCC(=O)NCCCN1CCN(c2ccccc2F)CC1 | 0.288
O=C(O)C1CC(=O)n2c(nc3ccccc32)S1 (stereo unspecified) | -0.364
O=C(c1ccco1)c1cn(CC(=O)N2CCCc3ccccc32)c2ccccc12 | -3.98
O=C(CN1CC(=O)Oc2ccccc21)OCC(=O)c1ccc(Br)cc1 | -0.169
COc1ccc(C(=O)N/C(=C\c2cccc3ccccc23)C(=O)NCCc2c[nH]c3ccccc23)cc1OC | -3.26
CN1CCN(C(=O)C2=C[C@H](c3csc4ccccc34)C[C@H](OCCCCO)O2)CC1 | -0.198
C1=C(C(c2nnnn2C2CCCCC2)N2CCCCC2)COc2ccccc21 (stereo unspecified) | -0.605
CC(=N\Nc1ccc(Cl)cc1)/C(=N/O)C(=O)Nc1ccccc1 | -0.0277
CCCOC(=O)Nc1nnc(CCC)s1 | 0.3
C=CC(C)(C)c1cc2cc3ccoc3cc2oc1=O | -1.97
Cc1ccc2[nH]c(=O)c(C(c3nnnn3CCc3ccccc3)N3CCOCC3)cc2c1 (stereo unspecified) | -1.02
O=S(=O)(Cc1ccccc1)N1CCc2ccccc2C1 | -0.298
O=C(CSc1nnc(CNC(=O)c2ccco2)o1)NC1CCCC1 | -0.19
COC(=O)CC(=O)CSc1nc2c(cc1C#N)CCCCC2 | 1.35
CC(=O)OCCCN1c2ccccc2Nc2nnc(-c3ccccc3)cc21 | -2.49
Cc1ccc(S(=O)(=O)N2CCN(Cc3cc(C(C)C)ccc3O)CC2)cc1 | -2.78
COc1ccc(C(=O)Nc2sc3c(c2C(=O)NCc2ccco2)CCCC3)cc1OC | -1.15
FC(F)(F)c1cccc(CN2CCCCCC2)c1 | -0.494
Cc1ccnc(SCC(=O)N2CCC(C(N)=O)CC2)n1 | 0.727
Fc1ccccc1N1CCN(C(c2ccncc2)c2nnnn2C2CCCC2)CC1 (stereo unspecified) | -0.145
FC(F)(F)c1ccc(/C=N/N2CCN(Cc3cccc4ccccc34)CC2)cc1 | -0.139
O=C(COc1ccc(S(=O)(=O)NC2CCCCC2)cc1Cl)NCc1cccnc1 | 0.61
N#Cc1c(OCC(=O)c2ccccc2)nc2c(c1-c1ccco1)CCc1ccccc1-2 | -1.25
CCCCn1c(SC(C)C(=O)c2ccc(OC)cc2)nc2cc(S(N)(=O)=O)ccc21 (stereo unspecified) | -2.23
Cc1cc2oc(C(=O)N(Cc3ccccc3)C3CCS(=O)(=O)C3)cc(=O)c2cc1Cl (stereo unspecified) | -0.796
CCc1ccc(C(=O)CSc2nnc(C)c(=O)[nH]2)cc1 | 0.571
Cc1ccccc1-n1ncc2c(SCC(=O)NCc3cccs3)ncnc21 | -1.31
O=C(NC1CC2CCCC(C1)N2S(=O)(=O)c1ccccc1)C1CCCCC1 (stereo unspecified) | 1.25
C#CCOCCOCCOCCNc1nc(N2CCN(C(=O)C([C@@H](C)CC)n3cc(C(N)COC(=O)C(F)(F)F)nn3)CC2)nc(N2CCN(C(=O)[C@H](Cc3ccc(O)cc3)n3cc(C(N)[C@H](C)CC)nn3)CC2)n1 (stereo partly specified) | 0.00651
O=C(CCC1COc2ccccc2O1)NC1CCCCC1 (stereo unspecified) | 0.244
O=C(CSc1cn(CCNC(=O)c2cccs2)c2ccccc12)NCC1CCCO1 (stereo unspecified) | 1.35
O=[N+]([O-])c1cc(-c2cnc3ccccc3n2)ccc1Oc1ccc(F)cc1 | 0.32
COc1ccc(-c2noc(CN(C(=O)c3c(-c4ccccc4Cl)noc3C)C(C)C)n2)cc1 | -3.18
Cc1ccccc1OCCCC(=O)Nc1ccccc1C(F)(F)F | -1.63
COc1cc(C(=O)OCCN2CCOCC2)ccc1O | -3.16
CC1CCN(C(=O)CCc2nc3cc(S(=O)(=O)N(C)C)ccc3n2C)CC1 | 0.454
Cc1c(NC(=O)CSc2ncn[nH]2)c(=O)n(-c2ccccc2)n1C | -0.249
CN1CCN(C(=O)c2cnn3c(C(F)(F)F)cc(-c4ccc5c(c4)OCO5)nc23)CC1 | 0.186
CCOC(=O)c1ccc(S(=O)(=O)Nc2cc(C(C)(C)C)no2)cc1 | -0.418
O=C(CN1C(=O)COCC1=O)N1CCOCC1 | -0.285
Cc1nc(NC(=S)NC(=O)c2cccs2)sc1C(=O)N(C)C | 0.241
COc1cc2c(cc1NC(=O)Nc1cccc(C)c1)oc1ccccc12 | 0.271
NC(=O)c1ccc(-n2nnnc2SCc2ccc(F)cc2)cc1 | 0.171
CC(C)(C)C(=O)C(Cc1ccccc1Cl)n1cncn1 (stereo unspecified) | 0.307
CCn1c(=O)cc(OCC(=O)N2CCCCCC2)c2ccccc21 | 1.78
CCn1c(-c2ccc(C(C)(C)C)cc2)n[nH]c1=S | -0.582
COc1ccc(/C=C\C(=O)NCc2ccc3c(c2)cc(C)n3C)cc1OC | -0.257
CC(C)C[C@H](NC(=O)OC(C)(C)C)C(=O)N1CCC(C(=O)O)CC1 | 0.0521
CC1CCCCN1C(=O)c1cc2nc(-c3ccccc3)cc(-c3ccccc3)n2n1 (stereo unspecified) | -1.94
O=C(CCCc1ccccc1)N1CCN(c2ccc([N+](=O)[O-])cc2)CC1 | -0.0192
CCOC(=O)Cc1csc(NC(=O)C(C)(C)C)n1 | 0.211
Cc1ccc(/C=C2\SC(=S)N(CCCC(=O)Nc3ccccn3)C2=O)cc1 | -1.21
Cc1nc(N2CCC(C)CC2)c2c(C)c(C(=O)O)sc2n1 | 1.1
COc1cccc(NC(=O)Cc2c(O)c3ccccc3[nH]c2=O)c1 | 1.63
Clc1ccccc1OCc1nc(-c2ccncc2)no1 | 2.02

More compounds follow:
SMILES | Cav3 T inh
O=C(Cn1c(=S)nc2ccccn21)N1CCc2ccccc2C1 | -0.2
O=C(CNC(=O)c1ccco1)OCN1C(=O)c2ccccc2C1=O | -0.0263
COC(=O)CNc1nc(C2CC2)nc2c1nnn2Cc1ccccc1Cl | -0.0529
CCCc1cc(=O)n2[nH]c(C)cc2n1 | 0.46
Cc1ccc(CCNC(=O)C2CCCN(S(=O)(=O)c3c(C)noc3C)C2)cc1 (stereo unspecified) | 0.566
CSc1ccccc1NC(=O)c1ccoc1C | -0.0496
CC1CCC(C(C)C)C(OC(=O)C[n+]2cccc(C(N)=O)c2)C1 (stereo unspecified) | 1.57
O=C(Nc1cccc(Cl)c1)N1CCN2C(=O)c3ccccc3C12c1ccccc1 (stereo unspecified) | -6.64*
CCOc1ccc(CN2CCC(C(=O)N3CCN(c4ccccc4F)CC3)CC2)cc1OC | 0.118
Cc1nnc2sc(-c3ccccn3)nn12 | 0.0449
CCOc1cccc(C(=O)NC(=S)Nc2ccc(N3CCCC3)cc2)c1 | 0.406
CNc1ccc(/C=C2\COc3ccccc3C2=O)cc1[N+](=O)[O-] | 0.294
Cc1ccc(NC(=O)CCSc2nc(C)cc(C)n2)cc1 | 0.418
CC(C)(C)C1CCC(OCC(O)CN2CCN(c3ccccc3)CC2)CC1 (stereo unspecified) | 1.41
CC(NC(=O)COC(=O)CCNC(=O)c1ccco1)C12CC3CC(CC(C3)C1)C2 (stereo unspecified) | 0.106
O=C(O)CCn1ccnc1-c1ccccc1 | 1.25
Cc1ccc(CNn2cnnc2SCc2ccc(F)cc2)cc1 | -0.412
O=C(c1ccc(C(F)(F)F)cc1)N1CCC(=O)N(C(COCc2ccccc2)Cc2ccccc2)CC1 (stereo unspecified) | -1.44
Cc1ccc(CCN2CC(C(=O)NCCCN3CCN(C)CC3)CC2=O)cc1 (stereo unspecified) | -0.429
O=C(c1ccco1)N(CCC(c1ccccc1)c1ccco1)Cc1ccc(F)cc1 (stereo unspecified) | -3.87*
Cc1nc2nc(CSc3nc4ccccc4s3)cc(=O)n2[nH]1 | -0.397
CC(=O)c1cccc(NC(=O)COc2nsnc2N2CCOCC2)c1 | 0.00493
NC(=O)[C@@H]1CCOc2c(F)cc([N+](=O)[O-])cc2C(=O)N[C@@H](CO)C(=O)NCC(=O)N1 | -0.129
CCOC(=O)c1c(NC(=O)CN2CCOCC2)sc2c1CC(C)(C)OC2 | -0.614
O=C(NCCOC(=O)c1ccccc1C(=O)OCCNC(=O)c1cccnc1)c1cccnc1 | 0.769
COc1cccc2cc(-c3nnc(SCC(=O)NCCc4ccccc4)n3C)oc12 | 0.338
COc1ccc(CCNC(=O)CCn2c(=O)[nH]c3cc(OC)c(OC)cc3c2=O)cc1OC | 1.43
COC(=O)C(Cc1c[nH]c2ccccc12)NC(=O)C(C)C (stereo unspecified) | 1.08
NC1C2CN(c3nc4c(cc3F)c(=O)c(C(=O)O)cn4-c3ccc(F)cc3F)CC12 (stereo unspecified) | -0.73
COCc1[nH][nH]c(=O)c1C=Nc1ccc(Oc2ccccc2)cc1 | 0.376
O=C1CCC(C(=O)OCC(=O)C23CC4CC(CC(C4)C2)C3)N1 (stereo unspecified) | 1.64
COC(=O)C1CSC(C(=O)OC)N1C(=O)Nc1ccccc1 (stereo unspecified) | 0.315
CC(Sc1ccc(Cl)cc1)C(=O)NCc1cccnc1 (stereo unspecified) | 2.03
CCOc1cc(/C=N\NC(=O)c2ccc(C)nc2)cc([N+](=O)[O-])c1O | 0.901
Cc1cccc2sc(NC(=O)CCNS(=O)(=O)c3cccs3)nc12 | -1.78
O=C(CC12CC3CC(CC(C3)C1)C2)NCc1ccncc1 | -0.814
CC1CCc2nn(CC(=O)N3CCN(C(=O)c4ccco4)CC3)cc2C1 (stereo unspecified) | 0.65
O=C(c1c(O)c2ccccc2oc1=O)C1CCC1 | -0.946
COc1ccccc1OCCCn1cc(C#N)c2ccccc21 | -4.45*
FC(F)(F)c1cc(-c2cccs2)n[nH]1 | -0.0661
Cn1c(=O)c2c(nc(-n3ccnc3)n2Cc2ccccc2)n(C)c1=O | 1.23

Only part of the results is shown. The share of hits here may be higher or lower than overall.
